WT yeast gro inh: growth inhibition of WT yeast, mitochondrial fusion screen. mitochondrial fusion phenotypic screen, WT strain. inhibition, % at 10 µM. 190,000 tested, 2.1% active. AID 1362; in the data active = inhibition above about 58%; tested in S. cerevisiae
Yfh1-depleted yeast: enhancers of respiration in Yfh1-depleted yeast, dose response, Friedreich's ataxia, plus single-dose screen (AID 1465); S. cerevisiae Yfh1-off respiration, WST-1 reduction, 72 h; higher fold induction means a stronger effect; fold induction at 50 µM, or EC50 in µM where a hit was titrated; 220,000 tested, 0.074% active;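 active = fold induction of absorbance versus untreated yeast above a set limit, then at least 30% activation at any dose in follow-up; inconclusive = repeats straddling the limit, or above it without dose testing; inactive = fold induction below the set limit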;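 also: activators that raise dye reduction in frataxin-depleted yeast; strong numbers were not always called active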
XIAP antagonists: small molecules displacing peptide from XIAP – biochemical, IAP family, fluorescence polarization (AID 1018). XIAP BIR domain, fluorescence polarization peptide displacement; higher % means a stronger effect. 200,000 tested, 0.007% active. one-dose displacement, % at 20 µM; IC50 in µM for titrated hits; in the data active = displacement above about 50%; also: a part of the inactive calls stands beside numbers as strong as those of hits
West Nile virus CPE: West Nile virus antiviral activity, cell-based, CPE readout (AID 1621). West Nile virus-infected cells, CPE inhibition; higher % means a stronger effect. 290,000 tested, 0.02% active. CPE inhibition, % at 10 µM, or IC50 in µM where a hit was titrated; in the data active = a potency from the dose series; inconclusive = CPE inhibition mostly from about 3.7% at the one dose, without a potency; inactive = the rest, 99 in 100 with CPE inhibition below about 2.2%; also: strong numbers were not always called active
RSV antiviral HEp-2: inhibition of RSV-induced cytopathic effect – HEp-2 cells, primary 10 µM value included (AID 2391). HEp-2 cells, RSV-induced CPE inhibition; higher % means a stronger effect. one-dose CPE inhibition, % at 10 µM; IC50 in µM for titrated hits. 310,000 tested, 0.13% active; in the data active = a potency from the dose series; inconclusive = CPE inhibition mostly from about 23% at the one dose, without a potency; inactive = the rest, 99 in 100 with CPE inhibition below about 21%; also: strong numbers were not always called active
Dengue-2 NS5 capping: flavivirus cap methylation enzyme inhibition – biochemical, confirmation dose response, primary screen (AID 588689). Dengue-2 NS5 methyltransferase capping enzyme assay, biochemical; higher % means a stronger effect. inhibition, % at 25 µM; hits with a dose series show IC50 in µM. 340,000 tested, 0.3% active; in the data active = a potency from the dose series; inconclusive = inhibition above about 29% without an active follow-up result
ER stress rescue: protection against thapsigargin-triggered cell killing – 384-well, CSM14.1, ATP luminescence, primary screen (AID 1222). CSM14.1 thapsigargin-induced death rescue, ATP luminescence; higher % means a stronger effect. cellular ATP content (survival), % at 20 µM, or EC50 in µM where a hit was titrated. 190,000 tested, under 10 active;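 active = EC50 below 50 µM in the dose-response confirmation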;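 also: death triggered by thapsigargin at about 15 µM added after 2 h compound pretreatment; cell ATP read after overnight thapsigargin exposure of roughly 18 to 22 hours; normalized against plate controls of thapsigargin alone and 5% DMSO vehicle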
SV40 large T antigen: TAg ATPase/helicase activity blockers – biochemical (AID 1903) | SV40 large T antigen ATPase/helicase inhibition assay; higher % means a stronger effect | one-dose inhibition, % at 20 µM; IC50 in µM for titrated hits | 310,000 tested, 0.39% active; in the data active = a potency from the dose series; inconclusive = inhibition mostly from about 32% at the one dose, without a potency; inactive = the rest, 99 in 100 with inhibition below about 32%; also: strong numbers were not always called active
UTI89 phage lysis: inhibition of K1F phage lysis, E. coli UTI89, bacterial capsule biogenesis inhibitors, alamar blue (AID 488966) | 340,000 tested, 0.02% active | E. coli UTI89 K1F phage lysis, alamar blue, 2 h; higher % means a stronger effect | inhibition, % at 100 µM, or IC50 in µM where a hit was titrated;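 active = phage lysis inhibition, versus mean bacterial control, above a set limit; inconclusive = no clear call, values can overlap the other calls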;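 also: capsule biogenesis inhibitors block K1F phage lysis so surviving cells raise fluorescence; higher fluorescence means more inhibition of phage lysis; actives were called in the ten point dose series up to 300 µM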
WT yeast gro inh mutant strain: recorded beside WT yeast gro inh, whose call it bears; inhibition, %; mitochondrial fusion phenotypic screen, mutant strain inhibition
An asterisk follows results filed as active; [ ] = another dose, or the depositor's remark.

`CC1CCc2sc(C(=O)NN=C3CCC(c4ccccc4)CC3)cc2C1` (stereo unspecified) gave WT yeast gro inh -1, Yfh1-depleted yeast inactive, XIAP antagonists -4.3%, West Nile virus CPE -0.5%, RSV antiviral HEp-2 2.3%, Dengue-2 NS5 capping -3%, ER stress rescue -3.3%, SV40 large T antigen 13%, UTI89 phage lysis 0.1% and WT yeast gro inh mutant strain -10.
For CCOc1ccc(OCC)c(NC(=O)CN2CCC(NC(=O)c3cccc(F)c3)CC2)c1 the results were WT yeast gro inh 13, Yfh1-depleted yeast inactive, XIAP antagonists -1.4%, West Nile virus CPE 1.0%, RSV antiviral HEp-2 7.5%, Dengue-2 NS5 capping -8%, ER stress rescue 4.4%, SV40 large T antigen 1%, UTI89 phage lysis 0.6% and WT yeast gro inh mutant strain 1.
Screening O=[N+]([O-])c1ccc(/C=N/NC(=S)Nc2ccccc2)o1 returned WT yeast gro inh 3, Yfh1-depleted yeast inactive, XIAP antagonists -11%, West Nile virus CPE 0.4%, RSV antiviral HEp-2 2.9%, Dengue-2 NS5 capping -4%, ER stress rescue -1.3%, SV40 large T antigen 17%, UTI89 phage lysis -13% and WT yeast gro inh mutant strain 1.
`COC(OC)c1ccnc(-c2ccc(OC(=O)c3ccc(F)cc3)cc2)n1` gave WT yeast gro inh 9, Yfh1-depleted yeast inactive, XIAP antagonists -5.7%, West Nile virus CPE 0.0%, RSV antiviral HEp-2 1.5%, Dengue-2 NS5 capping -4%, SV40 large T antigen 21%, UTI89 phage lysis 0.3% and WT yeast gro inh mutant strain 4.
For COc1cc(NC(=O)c2ccccc2)ccc1NC(=O)Cc1ccccc1 the results were West Nile virus CPE -1.1%, RSV antiviral HEp-2 1.5%, Dengue-2 NS5 capping -14%, SV40 large T antigen 5% and UTI89 phage lysis inconclusive.
For Cc1ccc(-n2nc3c(=O)n(CCCC(=O)NC4CCC(C)CC4)nc(C)c3c2C)cc1 (stereo unspecified) the results were West Nile virus CPE -0.3%, RSV antiviral HEp-2 18%, Dengue-2 NS5 capping 10% and UTI89 phage lysis 0.3%.
C=CCNC(=O)c1cc(Cl)ccn1 was read as WT yeast gro inh -11, Yfh1-depleted yeast inactive, XIAP antagonists -2.9%, West Nile virus CPE -0.4%, RSV antiviral HEp-2 0.9%, Dengue-2 NS5 capping -7%, SV40 large T antigen 27%, UTI89 phage lysis 0.6% and WT yeast gro inh mutant strain 11.
For CCN1CCN(S(=O)(=O)c2ccc(Cl)c(C(=O)Nc3cc(Cl)ccc3N3CCOCC3)c2)CC1 the results were West Nile virus CPE -0.8%, RSV antiviral HEp-2 -0.1%, Dengue-2 NS5 capping -6%, SV40 large T antigen 24% and UTI89 phage lysis 1.5%[50 µM].
O=[N+]([O-])c1cccc(-c2noc(-c3ccco3)n2)c1 was read as Yfh1-depleted yeast inactive, West Nile virus CPE 1.3%, Dengue-2 NS5 capping -8%, SV40 large T antigen 6% and UTI89 phage lysis 0.1%.
COc1ccccc1-c1nc(-c2ccccc2)nc(N2CCN(C)CC2)c1C#N was read as WT yeast gro inh 43, Yfh1-depleted yeast inactive, XIAP antagonists -4.8%, West Nile virus CPE -0.3%, RSV antiviral HEp-2 -3.3%, Dengue-2 NS5 capping 4%, ER stress rescue 2.3%, SV40 large T antigen 4%, UTI89 phage lysis 0.0% and WT yeast gro inh mutant strain 35.
COc1cc(C(=O)N/N=C/c2ccc(OC(=O)c3cccc(C)c3)c(OC)c2)ccc1O was read as West Nile virus CPE 0.1%, RSV antiviral HEp-2 0.6%, Dengue-2 NS5 capping -9%, SV40 large T antigen 21% and UTI89 phage lysis inconclusive.
For C=CCN1C(=O)/C(=C2/Sc3ccc(OC)cc3N2C)SC1=Nc1ccccc1 the results were WT yeast gro inh 3, Yfh1-depleted yeast inactive, XIAP antagonists -2.2%, West Nile virus CPE -0.6%, RSV antiviral HEp-2 1.3%, Dengue-2 NS5 capping -10%, ER stress rescue 0.3%, UTI89 phage lysis 0.1% and WT yeast gro inh mutant strain 9.
`Cc1csc(NC(=O)CSC2=NCCS2)n1` gave West Nile virus CPE 0.2%, RSV antiviral HEp-2 0.5%, Dengue-2 NS5 capping -4%, SV40 large T antigen 19% and UTI89 phage lysis 0.2%.
Screening COc1ccccc1N/C=C(\C#N)c1nc2ccccc2[nH]1 returned WT yeast gro inh 4, Yfh1-depleted yeast inactive, XIAP antagonists -6.8%, West Nile virus CPE -1.0%, RSV antiviral HEp-2 1.7%, Dengue-2 NS5 capping 20%, ER stress rescue 1.0%, SV40 large T antigen 12%, UTI89 phage lysis 0.1% and WT yeast gro inh mutant strain -2.
CCN(C(=O)COC(=O)c1ccccc1NCCO)c1cccc2ccccc12 was read as RSV antiviral HEp-2 8.1%, Dengue-2 NS5 capping 7%, SV40 large T antigen 3% and UTI89 phage lysis 0.6%[50 µM].
COc1ccc(CCNC(=O)CCCN2C(=O)C(c3ccccc3)Oc3cccnc32)cc1OC (stereo unspecified) was read as West Nile virus CPE -0.1%, RSV antiviral HEp-2 1.4%, Dengue-2 NS5 capping -2%, SV40 large T antigen 3% and UTI89 phage lysis 0.2%.
For Cc1ccccc1NC(=O)NC(N)=O the results were WT yeast gro inh -6, Yfh1-depleted yeast inactive, XIAP antagonists -3.6%, West Nile virus CPE 0.0%, RSV antiviral HEp-2 2.0%, Dengue-2 NS5 capping 2%, ER stress rescue -0.4%, SV40 large T antigen 25%, UTI89 phage lysis 1.0% and WT yeast gro inh mutant strain 9.
`Cc1c(C(=O)N2CCOCC2)[nH]c2ccc(OCc3ccccc3)cc12` gave WT yeast gro inh 15, Yfh1-depleted yeast inactive, XIAP antagonists -5.8%, West Nile virus CPE -0.7%, RSV antiviral HEp-2 22%, Dengue-2 NS5 capping 2%, ER stress rescue -0.4%, SV40 large T antigen 2%, UTI89 phage lysis -0.3% and WT yeast gro inh mutant strain 12.
Cc1ccc(-c2cc(C(=O)NCc3ccccn3)c3ccccc3n2)cc1 was read as WT yeast gro inh 21, Yfh1-depleted yeast inactive, XIAP antagonists -0.9%, West Nile virus CPE 0.3%, RSV antiviral HEp-2 -0.3%, Dengue-2 NS5 capping 2%, ER stress rescue -4.6%, SV40 large T antigen 4%, UTI89 phage lysis 1.6% and WT yeast gro inh mutant strain 17.
CN(C)CCOCCOc1ccc(Cl)cc1C(C)(C)C was read as WT yeast gro inh 27, Yfh1-depleted yeast inactive, XIAP antagonists -5.4%, West Nile virus CPE 0.6%, RSV antiviral HEp-2 -2.9%, Dengue-2 NS5 capping -17%, ER stress rescue -3.8%, SV40 large T antigen 2%, UTI89 phage lysis 0.5% and WT yeast gro inh mutant strain 32.
`CC(=O)Nc1nonc1-c1nc2ccccc2n1CCC#N` gave WT yeast gro inh 6, Yfh1-depleted yeast inactive, XIAP antagonists -2.5%, West Nile virus CPE 0.2%, RSV antiviral HEp-2 -0.4%, Dengue-2 NS5 capping 0%, ER stress rescue -1.0%, SV40 large T antigen 5%, UTI89 phage lysis 0.7% and WT yeast gro inh mutant strain -5.
CCOc1cc(N2CCOCC2)c(OCC)cc1NC(=O)C(C)C was read as Yfh1-depleted yeast inactive, West Nile virus CPE 0.1%, RSV antiviral HEp-2 1.2%, Dengue-2 NS5 capping 8%, SV40 large T antigen 6% and UTI89 phage lysis 0.0%.
OCCC1CN(Cc2ccc(-n3cccn3)cc2)CCN1Cc1ccccc1 (stereo unspecified) was read as WT yeast gro inh 13, Yfh1-depleted yeast inactive, XIAP antagonists -3.4%, West Nile virus CPE -0.7%, RSV antiviral HEp-2 -1.2%, Dengue-2 NS5 capping -5%, ER stress rescue 0.8%, SV40 large T antigen 0%, UTI89 phage lysis 0.2% and WT yeast gro inh mutant strain 2.
Cc1ccccc1C(=O)NC1CCN(Cc2nnnn2Cc2ccc(F)cc2)CC1 was read as WT yeast gro inh -4, Yfh1-depleted yeast inactive, XIAP antagonists -6.5%, West Nile virus CPE -1.2%, RSV antiviral HEp-2 1.4%, Dengue-2 NS5 capping -2%, ER stress rescue 1.1%, SV40 large T antigen 14%, UTI89 phage lysis 0.0% and WT yeast gro inh mutant strain -2.
Screening CCOC(=O)CSc1nc2cc(C(F)(F)F)cnc2n1C returned Yfh1-depleted yeast inactive, West Nile virus CPE 0.4%, RSV antiviral HEp-2 1.4%, Dengue-2 NS5 capping 4%, SV40 large T antigen 5% and UTI89 phage lysis 0.6%.
For Cc1ccsc1/C=C(\C#N)C(=O)NC1CCS(=O)(=O)C1 (stereo unspecified) the results were WT yeast gro inh 9, Yfh1-depleted yeast inactive, XIAP antagonists -4.6%, West Nile virus CPE -0.3%, RSV antiviral HEp-2 1.7%, Dengue-2 NS5 capping -2%, ER stress rescue 0.4%, SV40 large T antigen 9%, UTI89 phage lysis -0.1% and WT yeast gro inh mutant strain 29.
`C=CCNS(=O)(=O)c1nc(C)c(Cl)c(C)c1C#N` gave WT yeast gro inh 1, Yfh1-depleted yeast inactive, XIAP antagonists -2.2%, West Nile virus CPE 0.3%, RSV antiviral HEp-2 0.7%, Dengue-2 NS5 capping 2%, ER stress rescue -1.8%, SV40 large T antigen 8%, UTI89 phage lysis 0.6% and WT yeast gro inh mutant strain 8.
COc1nc(SC)nc(Cl)c1Cc1ccc(OC(C)C)cc1 was read as WT yeast gro inh 59*, Yfh1-depleted yeast inactive, XIAP antagonists -1.4%, West Nile virus CPE 0.4%, RSV antiviral HEp-2 1.0%, Dengue-2 NS5 capping -7%, ER stress rescue -1.4%, SV40 large T antigen -6%, UTI89 phage lysis -4.8% and WT yeast gro inh mutant strain -9.5*.
For CC[C@]1(c2cccc(C)c2)C(=O)N(C(=O)OC)N1C(=O)OC the results were West Nile virus CPE -0.4%, RSV antiviral HEp-2 -1.6%, Dengue-2 NS5 capping -4%, SV40 large T antigen 17% and UTI89 phage lysis 4.3%.
CCC(C)NC(=O)C1(NC(=O)Nc2ccccc2)CCCCC1 (stereo unspecified) was read as WT yeast gro inh 8, Yfh1-depleted yeast inactive, XIAP antagonists -5.1%, West Nile virus CPE -0.3%, RSV antiviral HEp-2 -0.2%, Dengue-2 NS5 capping 6%, ER stress rescue -1.4%, SV40 large T antigen 6%, UTI89 phage lysis 0.1% and WT yeast gro inh mutant strain -4.
COc1cc([N+](=O)[O-])c(C(=O)N2CCOCC2)c([N+](=O)[O-])c1 was read as WT yeast gro inh 4, Yfh1-depleted yeast inactive, XIAP antagonists -6.1%, West Nile virus CPE 0.2%, RSV antiviral HEp-2 1.5%, Dengue-2 NS5 capping -4%, ER stress rescue -2.4%, SV40 large T antigen -1%, UTI89 phage lysis 0.9%[50 µM] and WT yeast gro inh mutant strain -7.

Screens: PubChem, several laboratories
